# DT40 TDP1 no CPT: qHTS for Inhibitors of human tyrosyl-DNA phosphodiesterase 1 (TDP1): qHTS in cells in absence of CPT | DT40 Tdp1-/- hTDP1 cells, no CPT, ATP luminescence, 48 h | Potency, µM (top dose mostly 46.2 µM), for the others: at the top dose activity change, negative = growth inhibition, usual class: inhibitors | 15% of 420,000 active; also: nearly all actives have a fitted effect of over 55% in size
#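 Seeded 400 DT40-hTDP1 cells/well (vehicle DMSO, no 20 nM CPT); pinned compounds; ≥48 hr at 37 °C; CellTiter-Glo luminescence as viability measure.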
# TDP1 cell CPT: growth inhibition of DT40 Tdp1-/-;hTDP1 cells with camptothecin (screen for TDP1 inhibitors); Potency, µM (top dose mostly 46.2 µM), for the others: top-dose activity change, negative = growth inhibition, actives largely listed as inhibitors; AID 686979; 12% of 420,000 active; chicken DT40 Tdp1-/-;hTDP1 cells + 20 nM CPT, ATP luminescence, 48 h; also: nearly all actives have a fitted effect of over 55% in size
#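 Cell growth measured by CellTiter-Glo luminescence after a minimum 48 h, 37 C compound exposure with 20 nM CPT in Tdp1-knockout DT40 cells stably expressing hTDP1, seeded 400/well; qHTS titration format.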
# TDP1 inh: inhibitors of human tyrosyl-DNA phosphodiesterase TDP1 | 0.28% of 350,000 active | Potency, µM (doses to about 130 µM), for inactives: top-dose activity change, negative = inhibition, actives largely listed as inhibitors | Q9NUW8 | recombinant TDP1, AlphaScreen DNA substrate cleavage | AID 485290; also: nearly all actives have a fitted effect of over 40% in size
# Target sequence (Q9NUW8 whole entry, looked up): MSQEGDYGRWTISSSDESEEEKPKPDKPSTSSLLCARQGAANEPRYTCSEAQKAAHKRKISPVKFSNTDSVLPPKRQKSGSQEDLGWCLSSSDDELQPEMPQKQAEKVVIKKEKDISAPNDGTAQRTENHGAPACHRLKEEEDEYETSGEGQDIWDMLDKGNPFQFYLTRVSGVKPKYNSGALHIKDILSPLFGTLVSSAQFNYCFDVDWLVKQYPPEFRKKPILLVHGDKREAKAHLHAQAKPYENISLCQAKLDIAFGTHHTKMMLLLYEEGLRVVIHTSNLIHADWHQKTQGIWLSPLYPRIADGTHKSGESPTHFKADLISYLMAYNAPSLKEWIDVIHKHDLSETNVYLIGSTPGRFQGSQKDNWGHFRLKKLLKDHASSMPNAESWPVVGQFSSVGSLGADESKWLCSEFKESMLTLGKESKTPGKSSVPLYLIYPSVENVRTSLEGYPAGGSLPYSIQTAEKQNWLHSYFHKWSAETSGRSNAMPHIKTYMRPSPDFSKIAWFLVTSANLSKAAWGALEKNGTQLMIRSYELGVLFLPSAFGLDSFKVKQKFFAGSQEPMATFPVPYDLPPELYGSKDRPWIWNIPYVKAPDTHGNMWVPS
#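 Compounds were preincubated with Tdp1 (1 nM final) for 15 min at room temperature before substrate (15 nM final) started a 5 min reaction; beads (10 ug/ml final) were then added for 10 min before AlphaScreen detection.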
# Starred values were filed as active, the others as inactive; ? = inconclusive; nt = not tested or not shown; & = joins results of further samples; [ ] = another dose, or the depositor's remark. Calls follow the shape of the dose curve; as a rule, active = well fitted curve in the direction sought with a large enough effect; inconclusive = small, poorly fitted or top-dose-only effect, or another doubt; inactive = no such curve, though single readings can be large; an effect the other way counts as inactive or inconclusive. % is scaled to controls: 0 for no effect and ±100 for the full control effect; potency is read from the fitted curve at half-maximal effect.
SMILES,DT40 TDP1 no CPT,TDP1 cell CPT,TDP1 inh
Cc1ccc(/C=C/C(=O)NCCc2c[nH]c3ccccc23)o1,-10.7%,-4.3%,2.7%
CCC(C)(O)c1[nH]c2ccc(C(=O)OC)cc2c1C (centres undefined),-19.5%,-6.7%,nt
O=C(O)c1cccc(CN2C(=O)SC(Nc3cccc4ccccc34)C2=O)c1 (centres undefined),8.6%,14.4%,0.0%
CS(=O)(=O)N(CC(=O)N1CCCC1)c1ccc(Cl)c(Cl)c1,-1.1%,-5.2%,2.3%
COc1ccc(S(=O)(=O)N(CC(=O)N2CCC(C)CC2)c2ccc(C)cc2)cc1,?,?,nt
CC(=O)N1CCN(CC(=O)Nc2ccc3c(c2)CCC3)CC1,9.3%,13.0%,4.5%
O=C(CN1CCN(S(=O)(=O)c2ccc(Cl)c(C(F)(F)F)c2)CC1)NC(=O)NC1CCCCC1,?,20.6µM*,nt
CCCCc1cc(=O)oc2c(CN(C)C)c(O)ccc12,-20.3%,-8.2%,4.1%
Cc1ccc(C)c(-n2c(SCC(N)=O)nnc2-c2ccccn2)c1,-0.3%,1.5%,-3.2%
C/C(=N\O)c1ccc2c(c1)OCCO2,3.66µM*,-4.2%,1.2%
Cc1ccc(/C=N/NC(=O)c2cccc([N+](=O)[O-])c2)o1,7.4%,13.8%,3.4%
COC(=O)Cc1ccc2sc(-c3ccccc3)nc2c1,-29.0%,-20.3%,-5.6%
Cc1cccc2sc(N(Cc3cccnc3)C(=O)Cc3ccccc3)nc12,-26.3%,-23.0%,10.4%
O=c1cc(CO)oc(C(Nc2ccccn2)c2ccc(C(F)(F)F)cc2)c1O (centres undefined),?,?,5.9%
Cc1nn(-c2ccccc2)c(=S)n1-c1ccccc1,13µM*,20.6µM*,2.1%
COc1cccc2c1cc1c(=O)n(CC(=O)N3CCN(c4ccc(F)cc4)CC3)nc(C)n12,-15.7%,3.3%,-2.0%
O=c1c2ccccc2nc(SCc2ccc(F)cc2Cl)n1CCCN1CCOCC1,16.4µM*,?,nt
COc1ccc(C2=NN(C(=O)c3ccccc3C(=O)O)C(c3ccccc3O)C2)cc1 (centres undefined),-19.5%,17.0%,12.6%
CCCCCC(=O)NC(CC(=O)OC)c1ccc2c(c1)OCO2 (centres undefined),-3.2%,1.6%,2.9%
CCNc1nc(NCC)n2c(SCC(=O)Nc3cc(OC)ccc3OC)nnc2n1,-17.6%,?,nt
COc1cc(/C=N/NC(=O)c2cccs2)ccc1O,1.2%,-15.0%,nt
CN(CC(=O)Nc1ccc(F)cc1)C(=O)COC(=O)CSc1ccc(F)cc1,-2.6%,-14.7%,nt
Cc1cc(C)nc(N2CCN(c3nnnn3-c3ccccc3)CC2)n1,-27.4%,-27.7%,-8.4%
Cc1nn(CC(=O)O)c(C)c1[N+](=O)[O-],-21.8%,-3.5%,4.8%
Cc1nc2ccccn2c1/C(O)=C1\C(=O)C(=O)N(CCN2CCOCC2)C1c1cccnc1 (centres undefined),-26.2%,-16.6%,2.1%
O=C(NCc1ccco1)C1CCC(N2C(=O)c3ccccc3C2=O)CC1 (centres undefined),-10.7%,10.0%,3.8%
COc1ccc(C2=NN(C(=O)CSc3ncccn3)C(c3ccc(C)cc3)C2)cc1 (centres undefined),18.4µM*,?,5.3%
O=S(=O)(c1ccc(Cl)cc1)N1CCN=C1SCc1cccnc1,?,-18.9%,0.0%
O=C(Cn1ncc2ccccc2c1=O)Nc1cccc(C(F)(F)F)c1,-21.7%,-2.2%,nt
O=c1[nH]c2ccccc2c2ccccc12,?,?,-9.6%[56.1 µM]
OCCN1CCN(c2ncnc3c2ncn3[C@H]2CN(Cc3ccc(Cl)cc3)C[C@@H](CO)O2)CC1,-28.5%,?,nt
CCc1nc2ccc(C(=O)NCCc3ccco3)cc2nc1CC,?,?,10.5%
Cc1ccc(CSc2nnc(CC(=O)Nc3ccc(C)cc3)n2C)cc1,-14.5%,?,6.2%
Cc1nc(C(F)(F)F)ccc1C(=O)N1CCC1(C)C(=O)NS(=O)(=O)c1ccc(Cl)cc1 (centres undefined),-1.3%,-2.7%,nt
Cc1ccc(C(=O)NC(=S)Nc2ccc(N3CCOCC3)cc2)c(C)c1,23.1µM*,-0.6%,10.8%
CCN1CCN(CC(=O)N2c3ccccc3Sc3ccccc32)CC1,0.8%,-1.3%,nt
Cc1ccc(CNC(=O)CSc2nc3ccsc3c(=O)n2NC(=O)c2ccccc2)cc1,-13.2%,-25.9%,5.7%
Nc1nnc(SCC(=O)N2CCN(c3cccc(Cl)c3)CC2)n1-c1ccccc1,-12.0%,?,nt
CCOC(=O)N1CCN(C(=O)C[C@@H]2C[C@@]3(C(=O)OC)CC(C)(C)CC=C3N(Cc3ccccc3)C2=O)CC1,?,?,nt
CCN(C(=O)c1cc2cc3ccc(C)cc3nc2o1)c1ccc(OC)cc1,?,-14.6%,0.0%

# Profiles, quoted from the list. Values in the order: DT40 TDP1 no CPT	TDP1 cell CPT	TDP1 inh
# Listed for CC(=O)N1CCN(CC(=O)Nc2ccc3c(c2)CCC3)CC1 : 9.3%	13.0%	4.5%
# Listed for Cc1ccc(C(=O)NC(=S)Nc2ccc(N3CCOCC3)cc2)c(C)c1 : 23.1µM*	-0.6%	10.8%
# Listed for C/C(=N\O)c1ccc2c(c1)OCCO2 : 3.66µM*	-4.2%	1.2%
# Listed for CCOC(=O)N1CCN(C(=O)C[C@@H]2C[C@@]3(C(=O)OC)CC(C)(C)CC=C3N(Cc3ccccc3)C2=O)CC1 : ?	?	nt
# Listed for CCN(C(=O)c1cc2cc3ccc(C)cc3nc2o1)c1ccc(OC)cc1 : ?	-14.6%	0.0%

# Ordered by number of heavy atoms (largest number first): four of the compounds above.
SMILES,DT40 TDP1 no CPT,TDP1 cell CPT,TDP1 inh
OCCN1CCN(c2ncnc3c2ncn3[C@H]2CN(Cc3ccc(Cl)cc3)C[C@@H](CO)O2)CC1,-28.5%,?,nt
CCN(C(=O)c1cc2cc3ccc(C)cc3nc2o1)c1ccc(OC)cc1,?,-14.6%,0.0%
Cc1ccc(C(=O)NC(=S)Nc2ccc(N3CCOCC3)cc2)c(C)c1,23.1µM*,-0.6%,10.8%
CCc1nc2ccc(C(=O)NCCc3ccco3)cc2nc1CC,?,?,10.5%

# Next structures:
SMILES,DT40 TDP1 no CPT,TDP1 cell CPT,TDP1 inh
CC(=O)c1ccc2noc(-c3ccc(Cl)cc3)c2c1,0.3%,-1.2%,0.0%
COc1ccc(C(=O)c2nccc3cc(OC)c(OC)cc23)cc1OC,?,?,0.2%
CC(NC(=O)c1ccc(Cl)cc1)C(=O)N1CCCCC1 (centres undefined),-9.8%,-5.6%,-1.2%
Cc1ccc(/C=C/C(=O)OCC(=O)Nc2cccnc2Cl)cc1,7.0%,5.2%,0.6%
CCOC(=O)C1=C(C)N(C)C(=O)NC1c1ccc(C)s1 (centres undefined),-7.0%,0.1%,8.7%
O=c1[nH]c(-c2ccccc2)nc(-c2ccccc2)c1Cl,-19.4%,10.2%,nt
COc1ccc(-c2noc(CCC(=O)Nc3ccc(C)c(C)c3)n2)cc1,-25.2%,-26.6%,-1.0%
COc1ccc(Cc2[nH]n3c(=O)c(Cl)c(C)nc3c2-c2ccccc2)cc1,?,?,-1.2%
Cc1cc([N+](=O)[O-])nn1CCCC(=O)Nc1cc(Oc2ccc(F)cc2)cc([N+](=O)[O-])c1,?,?,-2.3%
Cc1noc(NS(=O)(=O)c2ccc(N/C=C\C(=O)c3ccncc3)cc2)c1C,1.4%,-0.1%,5.0%
OC(c1ccc(F)c(F)c1)c1nc(-c2ccccc2)cs1 (centres undefined),?,?,nt
CCOC(=O)C(=CNc1ccc(NC2=NCC(C)(C)S2)cc1)C(=O)OCC,9.2µM*,18.4µM*,nt
Clc1ccc2[nH]c3c(c2c1)CCc1cn[nH]c1-3,18.4µM*,?,5.7%
CC1(C)Cc2c(c(N3CCOCC3)nc3snc(Br)c23)CO1,?,?,3.1%
Cc1ccc2c(=O)cc(C(=O)Nc3c(C(=O)Nc4cccc(Cl)c4)oc4ccccc34)oc2c1,-11.8%,8.2%,8.6%
COc1cc(OC)c(NC(=O)CSC2=Nc3ccccc3N=C(c3ccc(F)cc3)C2)cc1Cl,?,?,-7.7%
O=C(Cc1nnc(NC(=O)c2ccccc2)s1)N/N=C\c1ccc(O)c(O)c1,-2.3%,-24.5%,nt
NC(Cc1ccc(C(F)(F)F)cc1)c1csc(Nc2ccc(C(=O)NCc3ccco3)cn2)n1 (centres undefined),?,14.6µM*,nt
COc1ccc(NC(=O)C2CCOC(C)(C)C2)cc1 (centres undefined),-2.5%,4.3%,-2.4%
CC(C)c1c(C(=O)N/N=C/c2cccc3ccccc23)nnn1-c1nonc1N,?,?,2.6%
CCCCNc1c(-c2ccc(OC)c(Sc3ccc(OC)cc3)c2)nc2cnccn12,23.1µM*,?,6.0%
COCCN1Cc2cccc(C(=O)Nc3c(C)cccc3C)c2C1=O,-20.4%,-15.5%,7.0%
COc1cc(C)ccc1OCCn1c(-c2ccc(Cl)cc2)nc2ccccc2c1=O,-7.7%,-5.6%,nt
CC(=O)Nc1ccc(S(=O)(=O)NC2(C(F)(F)F)C(=O)Nc3c2c(=O)[nH]c(=O)n3-c2ccc(C)cc2)cc1 (centres undefined),12.4%,-7.1%,-4.5%
Cc1oc2cc3oc(=O)c(CCC(=O)NCCCN4CCCC4=O)c(C)c3cc2c1C,?,14.6µM*,nt
Cc1cc(C)c(C)c(S(=O)(=O)NCc2ccc(C(=O)N3CCCC3)cc2)c1C,?,-18.3%,-2.7%
Cc1ccc(NC(=O)CSc2nc(=O)n(CCN3CCOCC3)c3c2CCC3)cc1Cl,?,?,2.6%
Cn1c(COc2ccc(Cl)cc2Cl)nnc1SCC(=O)NCC1CCCO1 (centres undefined),-26.4%,-2.2%,nt
COc1ccc(CN2CC(=O)N(c3ccc(C)cc3)C2=S)cc1OC,?,0.0%,-2.6%
Cc1c(C(=O)NCCCN2CCCC2=O)cnn1-c1ncc2c(n1)-c1ccccc1CC2,-18.0%,5.1%[9.04 µM],nt
O=C(COC(=O)c1ccc(Br)cc1)Nc1cccnc1Cl,0.2%,-2.3%,0.2%
OC(CNC1CCCCC1)CON=C1CCSc2c(Cl)cccc21 (centres undefined),8.2µM*,23.1µM*,nt
O=Cc1ccc(-c2cccc([N+](=O)[O-])c2)o1,?,-17.8%,6.0%
CCc1ccc(OCC(=O)NC(C)C)cc1,6.3%,7.5%,-1.2%
CCOC(=O)c1cn(CC(=O)Nc2ccc3c(c2)OCCO3)nn1,-12.8%,-28.8%,1.1%
Cn1c(CCN2CCCC2)nc2cc(NS(=O)(=O)c3ccc(Cl)cc3)ccc21,?,?,2.8%
O=[N+]([O-])c1ccc(CCn2ccnc2)cc1,1.4%,-2.4%,nt
CC1(C)Cc2noc(N)c2C(C)(C)N1OC(=O)c1scc2c1OCCO2,-29.9%,-9.1%,5.9%
CN(C)S(=O)(=O)c1ccc2c(c1)N(CC(=O)Nc1cccc(C(F)(F)F)c1)C(=O)CS2,?,?,2.6%
O=C(CSCc1ccc(F)cc1)N1CCN(c2ccccc2)CC1,?,?,9.3%&1.0%
O=C1C2C3C=CC(C3)C2C(=O)N1c1ccncc1 (centres undefined),-5.0%,-3.4%,-1.0%
O=C(NCc1ccncc1)[C@@H]1CCCN1C(=O)[C@H]1CCCN1C(=O)c1cccs1,-29.0%,?,nt
COC(=O)c1ccc(NC(=O)c2ccc(CN3CCOCC3)cc2)cc1,-20.5%,?,-1.1%
COc1ccc(/C(C)=N/NC(=O)c2cccc(S(=O)(=O)N3CCCC3)c2)c(O)c1,2.91µM*,5.17µM*,nt
COc1ccc(-c2cc3c(=O)n(CC(=O)NCCCN4CCC(Cc5ccccc5)CC4)ncn3n2)cc1,?,?,3.4%
Cc1cc(C)n2c(nc3ccccc32)c1C(=O)NN,-19.8%,-16.9%,3.5%
CO/N=C/NC(=O)c1c(OC)ccnc1Oc1cccc(C(F)(F)F)c1,-6.1%,-9.4%,1.1%
Cn1cc(C(F)(F)F)nc1-c1ccc(OCC(O)CNCCOc2ccc(O)c(C(N)=O)c2)cc1 (centres undefined),?,?,12.3%[56.1 µM]
O=C1CC(N2CCN(c3nc4ccccc4s3)CC2)C(=O)N1c1ccc(F)cc1 (centres undefined),-10.2%,-14.6%,3.1%
NC(=O)c1cc(Cl)ccc1OCC(=O)NC1CC1,-15.2%,14.5%,0.5%
Cc1ccc(C)c(N2CCN(C(=O)C3CCCN(Cc4nc(-c5cccc(Cl)c5)oc4C)C3)CC2)c1 (centres undefined),-7.1%,?,4.6%
COc1ccc(Nc2ccc(OC)cc2)cc1,-4.1%,-14.6%,8.3%
